# Assay outcomes (PubChem BioAssay)
# D2 ag: D2 dopamine receptor (human) agonism; activation, % at 2 µM; HEK293 T-REx D2 cells, calcium flux agonist mode; 340,000 tested, 0.53% active; AID 485358; P14416;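 active means activation over 3 SD above normal in the single-dose calcium agonist read, cut at about 30% in these data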; further: 0% is about no effect
#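 Tetracycline-induced HEK293 T-REx cells with force-coupled D2 receptor, plated overnight at 30 C, loaded with no-wash calcium dye. After a 10 s baseline, compound was pin-added and calcium flux read kinetically for 180 s; calcium rises flagged agonists.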
# GRP78 ERSR act: inducers of ER stress response in human glioma cells; Potency, µM, without a hit: at the highest dose activation, hits mostly activators; U87-MG GRP78 promoter luciferase reporter, 16 h; 420,000 tested, 0.02% active; AID 602332; further: potency means the concentration at half of the fitted maximal effect; series mostly up to about 76 µM; % of control where 0% means no effect; nearly all actives have a fitted effect of over 35% in size
#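 Stably transfected U87-MG human glioma cells carrying a GRP78-based luminescent sensor were seeded at 1000 cells/well, pin-dosed with compounds and incubated 16 h. Luciferase reagent was then added, and end-point luminescence was read after 10 min at room temperature.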
# LDHA inh: inhibitors of human lactate dehydrogenase A | purified LDHA, NADH/diaphorase-resazurin fluorescence; hits give low values | activity change, % (values are at about 110 or 230 µM) | 480,000 tested, 0.15% active; in the data active means activity change below about -30%; inconclusive means mostly about -25% to -30%;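 further: plate controls were DMSO wells for no effect and wells without enzyme for full effect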
#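 Enzyme activity of human lactate dehydrogenase 5 (2 nM; 0.06 mM NADH, 0.2 mM pyruvate, 5 min, RT) is measured via a resazurin/diaphorase fluorescence readout of residual NADH.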
# RGS4 inh: human RGS4 inhibition; Potency, µM (series often up to 114 µM), for inactives: at the highest dose activity change, negative = inhibition, most hits filed as inhibitors; AID 504845; 390,000 tested, 0.039% active; Transcreener GDP fluorescence polarization, RGS4-accelerated GTP hydrolysis; P49798; further: potency means the concentration at half of the fitted maximal effect; on the % scale 0 is the no-effect control and ±100 the full control effect; nearly all actives have a fitted effect of over 75% in size; some results filed as inactive show a strong effect at the top dose
# Target sequence (P49798 whole entry, looked up): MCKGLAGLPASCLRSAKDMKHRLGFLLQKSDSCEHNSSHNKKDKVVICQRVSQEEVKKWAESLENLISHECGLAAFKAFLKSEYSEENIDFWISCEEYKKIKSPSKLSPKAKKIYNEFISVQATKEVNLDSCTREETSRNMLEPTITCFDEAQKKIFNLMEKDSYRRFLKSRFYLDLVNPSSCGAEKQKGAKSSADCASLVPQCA
#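 MLSMR compounds (23 nl, pin-transferred) preincubated 10 min at room temperature with a 500nM (2x) first reagent, then RGS4 at 900nM (2x) plus Transcreener GDP mix added; fluorescence polarization (620/688 nm) read before and after 90 min at 30 °C.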
# Vif-APOBEC3F blk: Vif-A3F binding inhibition | 390,000 tested, 0.2% active | Potency, µM (highest dose often 46.1 µM), inactives show top-dose activity, negative = active | AID 602313 | HeLa A3F-eYFP + Vif (tagged APOBEC3F with the HIV-1 protein that degrades it), YFP fluorescence increase; further: potency means the concentration at half of the fitted maximal effect; % of control where 0% means no effect; nearly all actives have a fitted effect of over 65% in size
#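 Fluorescence increase (Ex 488/Em 500-530) after overnight compound treatment at 37 deg C flags inhibition of Vif-driven A3F-eYFP loss in stable HeLa A3F-eYFP/Vif cells seeded overnight beforehand.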
# 12-LOX inh: inhibitors of human 12S-lipoxygenase ALOX12 | Potency, µM (top dose mostly 108 µM), without a hit: top-dose activity change, negative = inhibition, usual class: inhibitors | purified 12hLO, xylenol orange hydroperoxide absorbance | 580,000 tested, 1.1% active; further: potency means the concentration at half of the fitted maximal effect; on the % scale 0 is the no-effect control and ±100 the full control effect
#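 Purified human 12hLO at 150 nM in 25 mM Hepes, 0.01% Triton X-100, pH 7.0, preincubated 15 min at room temperature with compound. Reaction started with 40 uM arachidonic acid, 30 min at room temperature. Hydroperoxide measured by Fe-xylenol orange, 573/405 nm absorbance ratio.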
# D2 antagonist: antagonists of human D2 dopamine receptor; P14416; HEK293 TREx D2 cells, calcium flux, dopamine EC80; inhibition, % at 10 µM; 340,000 tested, 2% active; AID 485344; in the data active means inhibition above about 30%; further: 0% is about no effect
#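 In this primary screen, negative modulation is detected by tracking calcium flux after an EC80 dopamine challenge in inducible HEK293 T-REx D2 cells preexposed to test compound for 180 s.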
# ERG Ets-DNA blk: inhibitors of human ERG Ets domain-DNA interaction | P11308 | fluorescence polarization, His-ERG Ets domain / labelled DNA | Potency, µM (series often up to 76.9 µM), inactives show top-dose FP activity, negative = inhibition, hits mostly inhibitors | 370,000 tested, 0.028% active | AID 624246; active means well fitted inhibition curve with a large enough effect in the polarisation, with a control signal flat; inconclusive means small, poorly fitted or top-dose-only effect, or effect the other way, or a change in a side signal; inactive means no such curve, though single readings can be large or run the other way; the % refers to the polarisation;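 further: polarization taken with two DNA probes labelled with fluorescein and Texas red; potency means the concentration at half of the fitted maximal effect; % of control where 0% means no effect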
# Target sequence (P11308 whole entry, looked up, the tested form may be a part): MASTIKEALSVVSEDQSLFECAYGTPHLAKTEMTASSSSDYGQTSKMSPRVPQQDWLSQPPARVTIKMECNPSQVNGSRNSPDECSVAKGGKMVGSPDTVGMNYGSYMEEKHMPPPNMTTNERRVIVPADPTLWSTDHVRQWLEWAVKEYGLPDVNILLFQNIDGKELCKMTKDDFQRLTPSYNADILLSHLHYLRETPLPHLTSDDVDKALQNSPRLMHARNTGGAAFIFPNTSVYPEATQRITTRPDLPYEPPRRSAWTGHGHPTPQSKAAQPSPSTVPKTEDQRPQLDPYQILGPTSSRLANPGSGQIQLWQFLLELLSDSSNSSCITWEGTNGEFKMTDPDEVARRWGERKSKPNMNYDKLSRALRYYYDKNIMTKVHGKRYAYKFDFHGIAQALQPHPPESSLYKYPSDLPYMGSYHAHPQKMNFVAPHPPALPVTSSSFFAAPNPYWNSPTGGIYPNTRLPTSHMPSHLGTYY
#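 His-tagged ERG Ets domain (1 uM in the protein solution; 300mM KCl, 50mM Tris-HCl, 1mM EDTA, 1mM DTT, pH 7.5) received compound, then a probe mix of 5 nM fluorescein-DNA and 100nM Texas-615-DNA. Fluorescence polarization was read for both dyes.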
# Vif-A3G inh: inhibitors of Vif-APOBEC3G interaction | Potency, µM (top dose mostly 46.1 µM), for inactives: at the top dose activity, negative = active, actives largely listed as inhibitors | 410,000 tested, 0.076% active | Q9HC16 | HeLa A3G-eYFP + Vif (tagged APOBEC3G with the HIV-1 protein that degrades it), YFP fluorescence, overnight;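 further: potency means the concentration at half of the fitted maximal effect; on the % scale 0 is the no-effect control and ±100 the full control effect; nearly all actives have a fitted effect of over 60% in size; hits raise eYFP signal because A3G escapes Vif-driven loss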
# Target sequence (Q9HC16 whole entry, looked up): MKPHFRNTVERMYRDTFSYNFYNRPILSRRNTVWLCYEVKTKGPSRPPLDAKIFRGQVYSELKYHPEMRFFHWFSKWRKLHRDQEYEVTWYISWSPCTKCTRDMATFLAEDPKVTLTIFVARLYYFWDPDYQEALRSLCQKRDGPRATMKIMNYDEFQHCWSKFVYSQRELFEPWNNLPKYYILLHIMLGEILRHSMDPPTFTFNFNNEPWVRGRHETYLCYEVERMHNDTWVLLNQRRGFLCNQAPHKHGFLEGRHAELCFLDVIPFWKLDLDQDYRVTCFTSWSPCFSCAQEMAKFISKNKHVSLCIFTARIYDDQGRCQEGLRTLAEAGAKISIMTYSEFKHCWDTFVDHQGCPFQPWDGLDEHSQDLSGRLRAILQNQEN
#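 Read-out is eYFP fluorescence (Ex 488/Em 500-530) from Vif-expressing HeLa A3G-eYFP cells; more signal means A3G escaped Vif-mediated degradation. Cells plated overnight, compound pinned in, incubated overnight at 37 deg C.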
# Numbers without * were called inactive; i = inactive; u = inconclusive; x = not tested or not shown; & = joins results of further samples; [ ] = remark or other dose. Unless noted, the call rests on the fitted dose curve; in most records, active means well fitted curve in the direction sought with a large enough effect; inconclusive means small, poorly fitted or top-dose-only effect, or another doubt; inactive means no such curve, though single readings can be large; an effect the other way counts as inactive or inconclusive. Some of the compounds tested; rates above refer to the full screens.
# Results follow in this order: Vif-APOBEC3F blk	D2 ag	GRP78 ERSR act	Vif-A3G inh	LDHA inh	ERG Ets-DNA blk	12-LOX inh	D2 antagonist	RGS4 inh
COC(=O)C1=Nc2ccccc2/C1=C\c1c(O)n(-c2cc(OC)ccc2OC)c(=O)[nH]c1=O
→ -14%	0.1	-2%	-6%	u	2%	u	4	u
CCn1ccnc1CN1CCCC(C(=O)c2cc(Cl)ccc2OC)C1 (stereo not drawn)
→ u	x	-3%	1%	1	1%	-3%	x	u
COc1ccc(CC2c3cc(OC)c(OC)cc3CCN2C)cc1OC (stereo not drawn)
→ 6%	x	-3%&-2%	-1%	3	1%	12%	x	1%
CCOC(=O)c1c(C)n(Cc2ccco2)c2ccc(O)cc12
→ -6%	0.1	-6%	1%	0	-4%	0%	8	4%
O=C(C1CCC(=O)N1C1CCCCC1)N1CCC2(CC1)OCCO2 (stereo not drawn)
→ 4%	0.7	-4%	2%	-7	-17%	7%	-14	4%
CCOc1ccc2c(c1)c(C(C)=O)c(C)n2Cc1ccco1
→ 18%	0.0	0%	-1%	-5	1%	-2%	-2	19%
Cc1noc(C)c1C(=O)N1CCC2(CC1)OCCO2
→ 1%	0.3	-5%	2%	-2	-3%	0%	4	14%
C=CCn1c(O)c(C(CC)=Nc2cccc(C(F)(F)F)c2)c(=O)[nH]c1=O
→ -7%	0.7	-3%	2%	0	2%	0%	-15	-5%
O=C1NCN(c2ccccc2)C12CCN(C(c1ccccc1OC(F)(F)F)c1nnnn1-c1ccc3c(c1)OCCO3)CC2 (stereo not drawn)
→ x	x	-2%	-5%	-10	x	-15%	x	x
O=C(CF)NC(Nc1cccc2cccnc12)C(Cl)(Cl)Cl (stereo not drawn)
→ -14%	-1.8	-2%	-1%	15	-2%	0%	-13	-17%
CSc1ccc(CN2CCN(C(=O)Cc3ccccc3)CC2)cc1
→ 1%	x	-2%	4%	-24	-11%	26%	x	1%
CC(CN1CCOCC1)OC(=O)Cc1ccccc1 (stereo not drawn)
→ 6%	x	0%	4%	-1	2%	-21%	x	-9%
Cc1ccc(-c2nn3c(=O)cc(CN4CCN(C(=O)COc5ccc(C)c(C)c5)CC4)nc3s2)cc1
→ 6%	-0.2	-2%	-3%	-1	0%	-1%	x	3%
CC(C)NCC(O)COc1cccc2[nH]ccc12 (stereo not drawn)
→ x	-0.2	-2%&-7%&0%	x	x	x	x	-18	u
c1ccc(C2NCc3ccccc3-n3cccc32)cc1 (stereo not drawn)
→ -8%	0.4	-5%	3%	-7	3%	-15%	-8	23%
COc1ccc(-c2ccc3c(c2)CN(c2cccc(Cl)c2)Cc2cnnn2-3)cc1
→ x	x	-4%	-2%	-6	x	18µM*	x	x
CCc1ccc(CNCCc2ccccc2F)cc1
→ -2%	0.6	3%	1%	-1	2%	5%	-1	10%
C/C(CCc1c[nH]c2ccccc12)=N\O
→ 0%	x	-3%	2%	-2	-8%	-13%	x	-10%
COc1ccccc1N1C(=O)NC(=O)C2(Cc3cc(C)ccc3N(C)C2)C1=O (stereo not drawn)
→ -1%	1.0	-3%	-4%	3&-19	0%	u	11	-41%
CNP(=O)(Oc1ccccc1)OC12CC3CC(CC(C3)C1)C2 (stereo not drawn)
→ 2%	0.0	-6%	7%	-9	3%	22%	-3	18%
O=C1CC(c2ccc(F)cc2)c2c(c3ccccc3oc2=O)O1 (stereo not drawn)
→ x	x	x	x	0	-1%	-16%	x	4%
CC(C)c1oc(=O)cc2c1[C@@H](O)[C@H]1OC(=O)[C@@]3(C)CC[C@@H](O)[C@@]2(C)C13 (stereo partly drawn)
→ -3%	-0.1	-7%	-2%	1	-2%	3%	8	7%
CSc1ccc(C(=O)C2CCCN(Cc3cnc(SC)nc3)C2)cc1 (stereo not drawn)
→ -3%	0.1	-1%	-7%	-2	-3%	-1%	-24	20%
O=C1NCCCCC1(Cl)Cl
→ 1%	x	-1%	0%	-5	15%	-14%	x	7%
O=C1NC(=O)N(c2ccccc2F)C(=O)/C1=C/c1ccc(Sc2nc3ccccc3[nH]2)o1
→ 22µM*	19	-4%	-15%	-6	154%[activator]	32µM*	44*	u
COc1ccccc1N1CCN(Cc2ccc(Cl)cc2Cl)CC1
→ -9%	-1.5	-3%	-3%	-16	x	u	35*	-13%
CCCCCCCCCCCCCCCC[N+](C)(C)C
→ -1%	-0.2	-4%&-12%&-13%	-24%	3	6%	u	-34	3%
Cc1nc2ccccc2c(=O)n1-c1ccc(C(=O)O)cc1
→ 4%	1.3	-3%	-2%	-2	-7%	-2%	-4	-8%[56.9 µM]
COc1ccc(OC)c(CCNCc2c(C(=O)O)c(C)n(Cc3ccc(F)cc3Cl)c2C)c1
→ 5%	0.2	-2%	-1%	2	-3%	u	x	-8%
Cc1occc1C(=O)N1CCC2(CC1)OCCO2
→ -1%	-1.5	-5%	1%	-7	-2%	3%	2	15%
CCCC(=O)c1cc(CP(=O)(OCC)OCC)oc1C
→ 7%	0.4	-1%	0%	-1	8%	6%	-5	3%
O=C1c2ccccc2C(=O)N1SC1CCCCC1
→ -2%	-0.9	-9%	1%	1	-2%	16µM*	-11	u
CCCC1(CC(C)CC)C(=O)NC(=O)NC1=O (stereo not drawn)
→ -6%	x	-2%	3%	-3	x	-4%	x	x
C[C@@H]1CN([C@@H](C)CO)C(=O)CCCn2cc(nn2)CO[C@H]1CN(C)C(=O)Oc1ccc2ccccc2c1
→ 7%	x	-1%	-4%	5	x	-3%	x	x
COc1ccccc1NC1(C#N)CCCCC1
→ 1%	1.0	0%	-1%	-16	-1%	1%	-7	17%[11.4 µM]
CCOc1ccc(-c2cc(C)[n+](CCc3ccc(OC)c(OC)c3)c(-c3ccc(OCC)cc3)c2)cc1
→ -6%	-1.6	-6%	-6%	-2	0%	-18%	-11	4%
CN1C(=O)C(=Cc2ccc(N3CCCCCC3)o2)C(=O)N(C)C1=S
→ i	12	2%	u	-4	25%	-1%	-1	12%
N[C@@H](Cc1c[nH]c2ccccc12)c1nnc(SCc2c(F)cccc2Cl)o1
→ -5%	0.4	0%	-8%	-1	5%	0%	4	7%
COc1ccc2c3c1OC1[C@H](O)CCC4[C@@H](C2)N(C)CC[C@]314 (stereo partly drawn)
→ 1%	x	-4%&-3%	-3%	-6	-9%	1%	x	-3%
CCOC(=O)c1cccc(NC(=O)c2c(O)[nH]c(=O)[nH]c2=O)c1
→ 6%	x	-3%	-6%	1	10%	u	x	u
COc1ccc2c(c1)c(C(=O)CN1CCC3(CC1)OCCO3)c(C)n2Cc1ccccc1
→ 1%	1.1	-1%	0%	-1	-8%	2%	4	5%
COC(=O)C1=C(c2c(C)noc2C)C[C@@H]2CC[C@H]1N2C(=O)NC1Cc2ccccc2C1
→ 9%	0.1	-2%	-3%	-3	-10%	-2%	29	1%
O=P1(Oc2ccccc2)C[C@@H](O)[C@@H](O)[C@H](COCc2ccccc2)O1 (stereo partly drawn)
→ -8%	0.9	4%	0%	-1	-12%	-8%	12	-13%
CCOC(=O)c1c(C)n(Cc2ccc(F)cc2)c2ccc(O)cc12
→ -7%	-0.8	-2%	-6%	5	5%	-122%	-16	7%
COc1ccccc1N1CCN(Cc2ccc3c(c2)OCO3)CC1
→ -4%	x	-5%	-2%	u	-1%	0.71µM*	x	15%
O=C(COc1ccc2ccccc2c1)N1CCN(C2CCN(Cc3ccccc3)CC2)CC1
→ -6%	-2.9	-3%	4%	-1	-7%	-15%	3	-21%
Cc1cc(/C=C2\C(=O)NC(=O)N(Cc3ccccc3Cl)C2=O)c(C)n1-c1ccc(C(=O)O)cc1
→ -16%	-0.9	-1%	-2%	-14	8%	u	8	-23%
Cc1ccc2c(c1)[C@@H]1CN(C)CC[C@@H]1N2C(=O)Nc1cccc(C(F)(F)F)c1
→ -1%	3.0	-3%	2%	1	3%	-12%	-11	-20%
CN1CCN(Cc2ccccc2Sc2ccccc2)CC1
→ 3%	-0.5	-2%	3%	-3	0%	-20%	-5	15%
Cc1ccccc1NC1=NCCCS1
→ -1%	0.5	-1%	1%	-4	-9%	457%[activator]	-22	-18%
CCOP(=O)(OCC)c1cccc(O)c1
→ -7%	0.2	-1%	-3%	-7	10%	-2%	-14	0%
CCOc1ccc(N(C(C)C(=O)Nc2cc(Cl)ccc2OC)S(C)(=O)=O)cc1 (stereo not drawn)
→ -8%	0.8	-4%	u	2	0%	-24%	x	-16%
O=S(=O)(NC1CCCCC1)OCC(Cl)(Cl)Cl
→ 3%	-0.8	4%	1%	2	-4%	0%	23	0%
Cc1nc2nc(C)c(CCC(=O)N3CCC4(CC3)OCCO4)c(C)n2n1
→ 1%	0.0	-1%	0%	-6	-11%	7%	-14	28%
COc1ccc(OC(=O)N(C)C[C@H]2OCc3cnnn3CCCC(=O)N([C@H](C)CO)C[C@H]2C)cc1
→ -2%	x	-5%	-6%	-1	x	16%	x	x
Cc1cccc(-c2nc3ccc(C(=O)N4CCC5(CC4)OCCO5)cc3nc2-c2cccc(C)c2)c1
→ -4%	-0.1	0%	-1%	0	8%	-1%	26	1%
